# influenza NS1A – NS1A inhibition, H1N1 influenza, cell based functional assay (AID 504329). actives 0.3% (n = 340,000). NS1A functional cell-based assay, percent inhibition; higher % means a stronger effect. one-dose inhibition, % at 12.5 µM; IC50 in µM for titrated hits; in the data active = a potency from the dose series; inconclusive = inhibition above about 27% without an active follow-up result; also: strong numbers were not always called active
# M. tuberculosis – growth inhibition of non-replicating M. tuberculosis (AID 488890); inhibition, % at 25 µM, or IC50 in µM where a hit was titrated; actives 0.39% (n = 320,000); Mycobacterium tuberculosis non-replicating, growth inhibition; higher % means a stronger effect; in the data active = a potency from the dose series; inconclusive = inhibition mostly from about 82% at the one dose, without a potency; inactive = the rest, 99 in 100 with inhibition below about 76%;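 also: plate controls were DMSO cells for no effect and high antibiotic wells for full effect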
# PhoP GFP inhibition – PhoP regulon inhibitors, Salmonella typhi PhoP promoter GFP reporter, confirmatory (AID 1850) | actives 0.33% (n = 310,000) | Salmonella Typhi PhoP-promoter GFP reporter, fluorescence, 4 h; higher % means a stronger effect | inhibition, % at 50 µM; hits with a dose series show IC50 in µM; in the data active = a potency from the dose series; inconclusive = inhibition mostly from about 25% at the one dose, without a potency; inactive = the rest, 99 in 100 with inhibition below about 19%;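 also: 0% = induced wells with vehicle and 100% = uninduced wells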
# H37Rv inhibition – M. tuberculosis growth inhibition, HTS (AID 449762); actives 0.59% (n = 330,000); inhibition, % at 25 µM, or IC50 in µM where a hit was titrated; M. tuberculosis H37Rv growth inhibition, 7H9 media; higher % means a stronger effect; in the data active = a potency from the dose series; inconclusive = inhibition above about 70% without an active follow-up result;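 also: bacterial growth assessed after seven days of incubation; strong numbers were not always called active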
# inhibitors of VEEV – inhibitors of VEEV TC-83 cytopathic effect, confirmation, Vero cells (AID 588727) | Vero cells, VEEV TC-83 cytopathic effect inhibition; higher % means a stronger effect | one-dose inhibition, % at 20 µM; IC50 in µM for titrated hits | actives 0.13% (n = 350,000); in the data active = a potency from the dose series; inconclusive = inhibition mostly from about 14% at the one dose, without a potency; inactive = the rest, 99 in 100 with inhibition below about 12%; also: strong numbers were not always called active
# inhibitors of VEEV 10K pilot screen – also measured in inhibitors of VEEV; calls as there; inhibition, %; measured here: 10K pilot screen inhibition
# Numbers without * were called inactive; i = inactive; ? = inconclusive; / = no result given.
SMILES,influenza NS1A,M. tuberculosis,PhoP GFP inhibition,H37Rv inhibition,inhibitors of VEEV,others
COc1ccc(/C=C2/SC(=S)N(NS(=O)(=O)c3ccc(C)cc3)C2=O)cc1,12%,38%,12%,13%,0.1%,
Nc1nsnc1C(=O)NCCO,8%,-10%,7%,-6%,i,
N#Cc1cccnc1N1CCN(C(=O)c2cccc3c2C(=O)c2ccc(Cl)cc2S3(=O)=O)CC1,-5%,17%,/,6%,7.3%,
Cc1ccc(Cl)cc1N1CCN(C(=O)C2CCN(S(=O)(=O)c3c(C)nn(C)c3C)CC2)CC1,1%,/,-2%,0%,5.8%,
CCC1(c2ccccc2)NC(=O)N(CC(=O)NNC(=O)c2ccoc2C)C1=O (stereo unspecified),-7%,-3%,2%,0%,0.4%,
CC(C)C[C@H](NC(=O)c1[nH]cnc1C(=O)N[C@@H](C)C(=O)OC(C)(C)C)C(=O)OCc1ccccc1,-8%,56%,-5%,-1%,1.2%,
O=C(NC(=S)Nc1ccccc1Br)c1ccc2c(c1)OCO2,-5%,2%,-8%,6%,7.7%,
COc1cccc(CN2C(=O)[C@H]3Cc4c([nH]c5ccccc45)C(C)(C)N3C2=O)c1,8%,13%,-2%,?,7.4%,inhibitors of VEEV 10K pilot screen=9.3
O=C(Nc1ccn(-c2ccccc2)n1)c1ccc(S(=O)(=O)N2CCCCCC2)cc1,0%,-9%,-13%,12%,0.2%,
COc1cc(C2CC(C(F)(F)F)n3ncc(C(=O)O)c3N2)cc(OC)c1OC (stereo unspecified),-9%,-2%,-5%,-1%,i,
NS(=O)(=O)c1ccc(NC(=O)CSc2nnc(-c3ccc(O)cc3)o2)cc1,10%,5%,5%,-1%,4.2%,
CCCc1cc(CN2CCOCC2)c(O)c(CN2CCOCC2)c1O,-13%,/,/,/,i,
Cn1c2ccccc2c2cnn(CC(=O)N3CCC4(CC3)OCCO4)c(=O)c21,/,-11%,6%,9%,/,
C/C(=N\OC(=O)Nc1ccccc1)c1ccc(C)cc1,1%,27%,8%,8%,9.4%,
CC(OC(=O)c1ccccc1N1C(=O)C2C3CCC(C3)C2C1=O)C(=O)c1ccccc1 (stereo unspecified),-8%,6%,0%,-6%,5.3%,
COc1ccc(OC)c(NC(=O)CSc2nnc(CCCO)n2-c2ccccc2)c1,24%,9%,3%,0%,3.1%,
CCOC(=O)/C(=C\c1ccccc1)NC(=O)c1ccccc1,-11%,9%,-10%,6%,i,
Nn1cnc2c([nH]c3ccccc32)c1=O,-3%,11%,-4%,6%,1.9%,
O=[N+]([O-])c1ccc(Nc2nccc(Cl)n2)cc1,/,37%,-9%,?,4.9%,
CCOc1ccc(OC(=O)NC(c2ccccc2)C(Cl)(Cl)Cl)cc1 (stereo unspecified),1%,-16%,8%,-11%,5.3%,
CCN(CC)C(=O)c1ccc(NC(=O)c2ccc(-n3cncn3)c([N+](=O)[O-])c2)cc1,-5%,8%,-6%,0%,2.5%,
CCCN1C(=S)SC(C)(C)C1/[N+]([O-])=C/c1cccnc1 (stereo unspecified),9%,0%,-6%,-9%,0.1%,
Cc1ccc(CN2CCCC(CO)(Cc3ccccc3C)C2)s1 (stereo unspecified),-5%,27%,-22%,12%,i,
CCn1c(CNC(=O)c2ccco2)nnc1SCC(=O)Nc1cc(C)c(C)cc1Br,0%,-6%,1%,-2%,0.5%,
CCC(=NCc1ccco1)c1c(O)n(-c2ccc(Cl)cc2)c(=O)[nH]c1=O,-13%,-1%,2%,4%,10%,

# 3 structures out of the list, ordered by count of non-hydrogen atoms, lowest first.
SMILES,influenza NS1A,M. tuberculosis,PhoP GFP inhibition,H37Rv inhibition,inhibitors of VEEV,others
CCOC(=O)/C(=C\c1ccccc1)NC(=O)c1ccccc1,-11%,9%,-10%,6%,i,
Cn1c2ccccc2c2cnn(CC(=O)N3CCC4(CC3)OCCO4)c(=O)c21,/,-11%,6%,9%,/,
COc1cccc(CN2C(=O)[C@H]3Cc4c([nH]c5ccccc45)C(C)(C)N3C2=O)c1,8%,13%,-2%,?,7.4%,inhibitors of VEEV 10K pilot screen=9.3

# Continuation.
SMILES,influenza NS1A,M. tuberculosis,PhoP GFP inhibition,H37Rv inhibition,inhibitors of VEEV,others
CC(=O)N1CCN(c2ccc(S(=O)(=O)N3CCCCC3)cn2)CC1,-22%,-1%,9%,-12%,1.4%,
O=C(NNS(=O)(=O)c1ccc(C(F)(F)F)cc1)c1cnn(-c2ccccc2)c1C(F)(F)F,-21%,29%,-1%,0%,4.0%,
O=C(COC(=O)c1ccccc1SCC(=O)N1CCCC1)Nc1ccccc1OC(F)F,-4%,1%,-2%,4%,10%,
COc1ccccc1CNC(=O)N1CCN(S(=O)(=O)c2ccc(C)cc2)CC1,10%,-18%,-22%,26%,i,
COc1ccc([C@H]2CC(=O)C=C(c3cccc4c3Oc3ccccc3S4)C2)cc1OC,12%,8%,/,13%,4.7%,
Cc1ccc(NC(=O)CSc2ncccn2)cc1S(=O)(=O)N1CCCCC1,0%,34%,-2%,-2%,3.0%,
O=c1cc2c(nn1Cc1ccc(F)cc1)-c1ccccc1CC2,3%,38%,0%,10%,i,
CC(NC(=O)c1ccccc1Br)c1ccc2c(c1)CCCC2 (stereo unspecified),-2%,16%,5%,4%,i,
CCOC(=O)C1CCN(S(=O)(=O)c2cn(C)c(C)n2)CC1,-8%,-19%,-9%,-3%,1.1%,
Cn1c(=O)c2c(nc(SCC(=O)N3c4ccccc4CCc4ccccc43)n2C)n(C)c1=O,-5%,/,/,/,8.4%,
O=C(Cc1ccccc1)N[C@@H]1c2ccccc2CC[C@@H]1OCc1ccccc1,-7%,/,/,/,1.1%,
O=C(O)C1CCN(C(=O)Cc2ccccc2)CC1,-5%,-16%,1%,-1%,0.1%,
CN(C)S(=O)(=O)c1ccc(C(=O)N2CCC(c3nc4ccccc4o3)CC2)cc1,9%,4%,7%,-12%,7.5%,
C/C(=N\NC(=O)CCC(=O)Nc1ccccc1)c1cccs1,0%,-3%,-8%,6%,8.8%,
COc1ccccc1OC(C)C(=O)O (stereo unspecified),-10%,-7%,-3%,-5%,i,
O=S(=O)(/C=C/c1ccccc1)N1CCNCC1,9%,7%,3%,25%,0.4%,
CN(C)CCN(C(=O)c1ccc2ccccc2c1)c1nc2ccc(Br)cc2s1,-3%,13%,5%,2%,i,
Cn1nnnc1NCc1ccc(Cl)c(Cl)c1,1%,-3%,8%,-6%,1.3%,
Cn1c(SCC(=O)c2ccc3c(c2)Cc2ccccc2-3)nnc1-c1ccccc1,-3%,9%,-9%,5%,2.4%,
COc1ccc(C(=O)n2nnc3ccccc32)cc1OC,-9%,-19%,15%,-2%,1.3%,
O=C(NC(=S)Nc1ccccc1CO)C1CCCCC1,-5%,10%,/,-9%,1.5%,
CCOc1cc(CNCCN2CCOCC2)ccc1OCc1ccccc1Cl,1%,21%,13%,-3%,i,
Cc1cc(C)c(S(=O)(=O)Nc2nnc(C)s2)c(C)c1,-3%,22%,-1%,-2%,0.2%,
COc1cc(/C=C/C(=O)O)cc(S(=O)(=O)Nc2ccc3nc(C)sc3c2)c1OC,15%,15%,9%,42%,0.6%,
CC(C)(C)NC(=O)Cn1cnc([N+](=O)[O-])n1,6%,3%,-6%,12%,i,
SMILES,influenza NS1A,M. tuberculosis,PhoP GFP inhibition,H37Rv inhibition,inhibitors of VEEV,others
CCC1C(O)=C(c2ccccn2)C(=N)N1c1ccccc1 (stereo unspecified),-2%,22%,15%,0%,i,
COC(=O)C1=C(c2ccc(S(C)(=O)=O)cc2)C[C@@H]2CC[C@H]1N2C(=O)NCc1cccc2ccccc12,10%,3%,-5%,1%,0.1%,
O=c1[nH]c(CN2CCNCC2)nc2ccccc12,-23%,6%,-9%,-7%,i,
COCCNC(=S)N(Cc1cccnc1)Cc1ccc(OC)c(OC)c1,1%,-10%,0%,7%,i,
Cc1sc(NC(=O)C2CCCCC2C(=O)O)c(C(N)=O)c1-c1ccccc1 (stereo unspecified),1%,-21%,8%,-11%,0.7%,
Cc1cc(C)cc(NC(=O)C2CCCN2C(=O)Oc2ccccc2)c1 (stereo unspecified),-2%,5%,4%,8%,i,
N#Cc1cc2cc3ccccc3nc2n2c(=O)c3ccccc3nc12,-2%,47%,1%,7%,11%,
O=C(Nc1ccccc1)N1CCN(C2c3ccccc3-c3ccccc32)CC1,7%,1%,1%,-8%,22%,
O=C(CSc1ncccc1-c1nc2ccccc2[nH]1)N1CCN(c2ccccc2F)CC1,-2%,24%,-3%,10%,i,
Cc1[nH]n(-c2ccccc2)c(=O)c1/C=N/Nc1nncc(-c2ccccc2)n1,?,-3%,5%,9%,9.8%,
CCC(C)NC(=O)c1c(C)cc(=O)oc1C (stereo unspecified),0%,4%,-6%,1%,0.8%,
O=C(CN1CCc2ccccc21)NCc1ccc2c(c1)OCO2,0%,4%,4%,10%,0.5%,
COc1ccc(Nc2c[nH]c(=O)[nH]c2=O)cc1,9%,/,/,/,1.8%,
Cc1ccc(F)cc1NC(=O)CSCc1nc2sc(C)c(C)c2c(=O)[nH]1,-5%,45%,1%,4%,4.1%,
CCn1nc(C(=O)OCC(=O)N2CCc3ccccc32)c2ccccc2c1=O,-9%,-4%,-4%,-2%,0.5%,inhibitors of VEEV 10K pilot screen=2.4
CC(=O)n1cc([C@@H]2C=C(C(=O)Nc3ccccc3)O[C@H](OCc3ccc(CO)cc3)C2)c2ccccc21,-15%,26%,1%,8%,5.9%,
Cc1ccc(NC(=O)CS(=O)(=O)c2c[nH]c3ccccc23)c(C)c1,18%,8%,12%,6%,8.1%,
CN(C)C(=O)c1ccc(NC(=O)c2cccc(S(=O)(=O)N3CCN(Cc4ccccc4)CC3)c2)cc1,0%,/,/,/,1.4%,
CC(/C=N/O)Cc1ccc2c(c1)OCO2 (stereo unspecified),3%,9%,-3%,2%,1.2%,
COc1ccc(OC)c(NS(=O)(=O)c2ccc(Br)s2)c1,/,16%,9%,7%,/,
CC(Sc1nnc(N)s1)c1ccccc1Cl (stereo unspecified),-4%,23%,-3%,-3%,2.3%,
O=C(Nc1cccc(C(=O)N2CCCC2)c1)C1CC1,-21%,/,/,/,1.1%,
COc1ccccc1CN1CC(C(=O)NCCC2=CCCCC2)CCC1=O (stereo unspecified),0%,19%,5%,5%,1.6%,
COc1ccc(N2C(=S)N=C(Nc3ccccc3)C23CCCCC3)cc1,-12%,-3%,-4%,1%,0.4%,
C/C(=N/Nc1ccc(C(=O)O)cc1)c1ccc(O)c(O)c1O,5%,-4%,2%,10%,1.7%,
O=C(Nc1ccc(F)cc1)Oc1ccc[nH]c1=O,-1%,-11%,12%,-5%,i,
CCOc1ccc(Oc2nc(Nc3ccc(C)cc3)nc(N(C)C)n2)nn1,1%,12%,-5%,-1%,7.1%,
Cn1cc([N+](=O)[O-])c(C(=O)N/N=C/c2ccc3c(c2)OCO3)n1,3%,?,-8%,8%,0.8%,

# Of the compounds above, these have an aryl methoxy group.
SMILES,influenza NS1A,M. tuberculosis,PhoP GFP inhibition,H37Rv inhibition,inhibitors of VEEV,others
COc1ccc(/C=C2/SC(=S)N(NS(=O)(=O)c3ccc(C)cc3)C2=O)cc1,12%,38%,12%,13%,0.1%,
COc1cccc(CN2C(=O)[C@H]3Cc4c([nH]c5ccccc45)C(C)(C)N3C2=O)c1,8%,13%,-2%,?,7.4%,inhibitors of VEEV 10K pilot screen=9.3
COc1cc(C2CC(C(F)(F)F)n3ncc(C(=O)O)c3N2)cc(OC)c1OC (stereo unspecified),-9%,-2%,-5%,-1%,i,
COc1ccc(OC)c(NC(=O)CSc2nnc(CCCO)n2-c2ccccc2)c1,24%,9%,3%,0%,3.1%,
COc1ccccc1CNC(=O)N1CCN(S(=O)(=O)c2ccc(C)cc2)CC1,10%,-18%,-22%,26%,i,
COc1ccc([C@H]2CC(=O)C=C(c3cccc4c3Oc3ccccc3S4)C2)cc1OC,12%,8%,/,13%,4.7%,
COc1ccccc1OC(C)C(=O)O (stereo unspecified),-10%,-7%,-3%,-5%,i,
COc1ccc(C(=O)n2nnc3ccccc32)cc1OC,-9%,-19%,15%,-2%,1.3%,
COc1cc(/C=C/C(=O)O)cc(S(=O)(=O)Nc2ccc3nc(C)sc3c2)c1OC,15%,15%,9%,42%,0.6%,
COCCNC(=S)N(Cc1cccnc1)Cc1ccc(OC)c(OC)c1,1%,-10%,0%,7%,i,
COc1ccc(Nc2c[nH]c(=O)[nH]c2=O)cc1,9%,/,/,/,1.8%,
COc1ccc(OC)c(NS(=O)(=O)c2ccc(Br)s2)c1,/,16%,9%,7%,/,
COc1ccccc1CN1CC(C(=O)NCCC2=CCCCC2)CCC1=O (stereo unspecified),0%,19%,5%,5%,1.6%,
COc1ccc(N2C(=S)N=C(Nc3ccccc3)C23CCCCC3)cc1,-12%,-3%,-4%,1%,0.4%,

# Compound activity (PubChem)
